Source: PubChem BioAssay
LYP phosphatase = inhibitors of LYP phosphatase, biochemical, fluorescence intensity, uHTS (AID 1779); recombinant LYP phosphatase, fluorescence intensity; higher % means a stronger effect; inhibition, % at 11.5 µM; hits with a dose series show IC50 in µM; 290,000 compounds, 0.054% hits; in the data active = inhibition above about 50%;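 also: plate controls were vehicle with enzyme for no effect and no enzyme for full effect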
WT yeast gro inh = growth inhibition of WT yeast, mitochondrial fusion screen; 190,000 compounds, 2.1% hits; inhibition, % at 10 µM; mitochondrial fusion phenotypic screen, WT strain; AID 1362; in the data active = inhibition above about 58%; tested in S. cerevisiae
RSV antiviral HEp-2 = inhibition of RSV-induced cytopathic effect – HEp-2 cells, primary 10 µM value included (AID 2391). HEp-2 cells, RSV-induced CPE inhibition; higher % means a stronger effect. one-dose CPE inhibition, % at 10 µM; IC50 in µM for titrated hits. 310,000 compounds, 0.13% hits; in the data active = a potency from the dose series; inconclusive = CPE inhibition mostly from about 23% at the one dose, without a potency; inactive = the rest, 99 in 100 with CPE inhibition below about 21%; also: strong numbers were not always called active
Dengue-2 NS5 capping = Dengue-2 NS5 methyltransferase inhibitors, primary screen, biochemical, confirmation dose response (AID 588689). Dengue-2 NS5 methyltransferase capping enzyme assay, biochemical; higher % means a stronger effect. inhibition, % at 25 µM, or IC50 in µM where a hit was titrated. 340,000 compounds, 0.3% hits; in the data active = a potency from the dose series; inconclusive = inhibition above about 29% without an active follow-up result
UTI89 phage lysis = inhibition of K1F phage lysis, E. coli UTI89, bacterial capsule biogenesis inhibitors, alamar blue (AID 488966); E. coli UTI89 K1F phage lysis, alamar blue, 2 h; higher % means a stronger effect; inhibition, % at 100 µM, or IC50 in µM where a hit was titrated; 340,000 compounds, 0.02% hits;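 active = phage lysis inhibition, versus mean bacterial control, above a set limit; inconclusive = no clear call, values can overlap the other calls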;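 also: capsule biogenesis inhibitors block K1F phage lysis so surviving cells raise fluorescence; higher fluorescence means more inhibition of phage lysis; actives were called in the ten point dose series up to 300 µM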
AID2073 = inhibitors of Mint1-CaV2.2 protein interaction, biochemical, HTRF (AID 2073). HTRF protein-protein interaction, Mint1-CaV2.2; higher % means a stronger effect. 290,000 compounds, 0.19% hits. one-dose inhibition, % at 20 µM; IC50 in µM for titrated hits; in the data active = inhibition mostly above about 51%, no sharp cut-off; inconclusive = no clear call, values can overlap the other calls; inactive = mostly below about 53%; also: some results filed as inactive read as strong as hits
GPR35 antagonists = inhibition of zaprinast-stimulated GPR35 beta-arrestin translocation – imaging, U2OS, beta-arrestin-GFP, zaprinast agonist, primary screen (AID 2058). U2OS GPR35 beta-arrestin-GFP translocation imaging, zaprinast antagonism; higher % means a stronger effect. 290,000 compounds, 0.052% hits. inhibition, % at 10 µM, or IC50 in µM where a hit was titrated;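 active = inhibition of at least 50% with at least 30 cells and total cytoplasm GFP at most 10,000,000; inconclusive = under 30 cells or total GFP of 10,000,000 plus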
Autophagy HCS = alters autophagy in cells; MEF GFP-LC3 puncta imaging; test concentration mostly 10 µM; calls only at 10 µM (by protocol); 190,000 compounds, 0.98% hits;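 active = percentage of spot-positive cells more than 3 SD above its plate mean, without a fluorescence outlier flag or 80% toxicity; inconclusive = no clear call, values can overlap the other calls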;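 also: spot-positive cell cutoff set from DMSO-treated cells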
NTR1 ag = agonists of NTR1, primary screen, imaging, U2OS cells, beta-arrestin-GFP, high content (AID 493036); 330,000 compounds, 0.17% hits; activation, % at 20 µM; NTR1-U2OS beta-arrestin-GFP spot imaging, agonist mode;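 active = activation at or above 40% of the spot to cytoplasm intensity ratio, with at least 20 cells analyzed; inconclusive = wells under 20 cells, flagged as cytotoxic or low count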;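 also: 0% = DMSO without peptide and 100% = 100 nM NTR1 peptide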
Target sequence (P30989 whole entry, looked up): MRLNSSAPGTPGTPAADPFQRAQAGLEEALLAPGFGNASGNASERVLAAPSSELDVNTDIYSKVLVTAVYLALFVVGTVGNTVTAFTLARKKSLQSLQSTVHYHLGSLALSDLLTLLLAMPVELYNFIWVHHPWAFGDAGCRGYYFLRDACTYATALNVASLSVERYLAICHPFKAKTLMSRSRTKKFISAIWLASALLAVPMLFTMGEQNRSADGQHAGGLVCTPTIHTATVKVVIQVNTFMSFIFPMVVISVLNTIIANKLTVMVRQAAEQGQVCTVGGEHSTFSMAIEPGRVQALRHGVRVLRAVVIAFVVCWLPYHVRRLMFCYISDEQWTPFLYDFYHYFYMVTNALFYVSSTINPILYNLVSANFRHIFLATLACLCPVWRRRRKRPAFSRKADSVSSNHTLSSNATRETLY
WT yeast gro inh mutant strain = second read-out of WT yeast gro inh, no call of its own (marks repeat the call); inhibition, %; mitochondrial fusion phenotypic screen, mutant strain inhibition
Autophagy HCS cell loss 18 h = further read-out of Autophagy HCS, marked with its call; toxicity, %; measured here: cell loss, nuclei count;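 cell loss after 18 h compound exposure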
NTR1 ag cell count 20 µM = further read-out of NTR1 ag, marked with its call; cell count; measured here: cell count, cytotoxicity flag
The depositor's hits bear a star; i = inactive; ? = inconclusive; . = no result given; & = joins results of further samples; [ ] = dose if it differs, or a comment.

smiles	LYP phosphatase	WT yeast gro inh	WT yeast gro inh mutant strain	RSV antiviral HEp-2	Dengue-2 NS5 capping	UTI89 phage lysis	AID2073	GPR35 antagonists	Autophagy HCS	Autophagy HCS cell loss 18 h	NTR1 ag	NTR1 ag cell count 20 µM
CSc1ccccc1NC(=O)Cn1c(-c2cscn2)nc2ccccc21	2.8%	16.7	15.5	6.3%	0.3%	0.3%	-5.7%	-5.6%	i	5.5	0.2	80
CCOCCCn1c(=NC(C)=O)c(C(=O)OCC)cc2c(=O)n3ccccc3nc21	-35.4%	-3.9	-6.1	-0.9%	-3.9%&-4.0%	-1.0%&4.5%	26.7%	-1.6%	i	-5.3	2.6	54
Cc1[nH]n(-c2ccccc2)c(=O)c1N=Nc1cccc(S(=O)(=O)N2CCOCC2)c1	7.9%	14.4	17.6	0.8%	.	-0.4%	8.0%	6.9%	i	3.3	-0.5	88
CC1(C)SC2c3ccccc3C(=O)N2[C@@H]1C(=O)O (some centres undefined)	2.0%	.	.	1.0%	-5.9%	1.0%[50 µM]	9.5%	5.8%	.	.	0.8	96
COCCN1C(=O)c2ccc(C(=O)Nc3nccs3)cc2C1=O	-19.7%	-10.2	0.0	2.4%	2.0%	3.3%	-2.7%	7.5%	i	-1.9	1.5	49
NC1=NC(=O)/C(=C/c2ccccc2OS(=O)(=O)c2ccccc2)S1	-1.1%	5.5	-19.0	0.8%	-1.3%	1.2%[50 µM]	4.4%	9.1%	i	13.4	-0.6	68
O=C(NCc1ccccc1)c1cccc(COc2ccc3c(c2)CCC3)c1	-4.5%	24.8	-10.2	7.9%	-2.9%	4.2%	-2.8%	8.7%	i	41.9	0.2	59
Cc1sc2ncnc(SCC(=O)Nc3ncccc3O)c2c1C	.	.	.	2.3%	-5.4%	0.4%[50 µM]	.	.	.	.	-1.7	61
Cc1c(NC(=O)COC(=O)COc2ccc(Nc3ccccc3)cc2)c(=O)n(-c2ccccc2)n1C	-2.7%	-11.9	13.6	0.1%	23.8%	0.1%	12.3%	2.2%	i	4.8	-1.6	86
CC(C)C(=O)NC(=S)Nc1ccccc1N1CCN(C(=O)c2ccccc2)CC1	-1.9%	0.3	6.9	-2.5%	-9.2%	0.1%	0.3%	-1.2%	i	0.3	7.2	50
Cc1cc(=O)oc2c(C)c(OCC(=O)N3CCC(C(=O)O)CC3)ccc12	-6.5%	.	.	0.3%	2.9%	-0.2%	14.3%	-0.7%	.	.	0.3	77
COc1ccc(N(CC(=O)Nc2nccs2)S(=O)(=O)c2c(C)nn(C)c2C)cc1	-4.8%	12.6	-2.4	0.4%	-4.8%	-2.1%	1.8%	-8.3%	i	0.3	4.9	72
O=C1N=C(N2CCOCC2)S/C1=C/c1ccc(-c2ccccc2Cl)o1	5.9%	-0.2	11.6	0.6%	?	0.0%	14.2%	-5.4%	i	7.7	2.2	103
O=c1[nH]c(CSc2ncn[nH]2)nc2ccccc12	-2.0%	.	.	0.8%	-8.0%	0.4%	-3.3%	14.3%	.	.	-1.0	74
Cc1ccccc1C(=O)N1CCCN(C(=O)c2ccccc2C)CC1	-6.7%	13.3	-6.5	1.2%	-4.9%	-0.2%	1.3%	-12.2%	i	1.3	1.1	87
N=c1oc2ccccc2cc1C(=O)Nc1ccccc1	-6.1%	.	.	1.5%	-2.9%	0.1%	10.9%	21.8%	.	.	-0.5	43
Cc1cccc(Nc2sc(C(=O)c3cc4cc(Cl)ccc4o3)c(N)c2C#N)c1	-5.1%	.	.	1.9%	17.6%	-0.2%	53.6%	-0.4%	.	.	-0.2	90
CCOC(=O)N1CCC(N(CCN(C)C)C(=S)Nc2cccc(C)c2)CC1	-6.1%	2.0	3.1	0.2%	-5.1%	0.9%	-5.3%	19.1%	i	4.4	2.5	41
COc1ccc(S(=O)(=O)N2CCCOC2CNC(=O)C(=O)NCCCN2CCOCC2)cc1C (centres undefined)	-13.7%	.	.	1.2%	3.2%	0.0%	6.9%	4.7%	.	.	-0.3	66
COc1ccc(-c2cccc(C(=O)NCC(=O)O)c2)cc1	-5.7%	3.7	-7.1	-0.1%	-8.1%	-1.5%	5.2%	15.5%	i	6.1	1.8	64
COC(=O)c1cccc(S(=O)(=O)N(Cc2ccco2)Cc2cc3ccc(OC)cc3[nH]c2=O)c1	-4.7%	40.8	-5.7	-1.4%	-2.0%	-1.4%	-1.4%	15.8%	i	20.3	7.0	66
CNC(=O)c1[nH]cnc1C(=O)Nc1ccc(F)cc1	-7.4%	.	.	-0.1%	-6.2%	0.3%	29.8%	-8.0%	.	.	-0.3	69
COc1ccc(-c2nn(-c3ccccc3)cc2/C=N/Nc2ccccn2)cc1OC	5.8%	60.2*	31.9*	17.2%	-8.4%	0.8%[50 µM]	3.4%	-9.3%	i	6.0	9.0	55
CC(C)C(=O)NC(=S)Nc1ccc(S(=O)(=O)N(C)Cc2ccccc2)cc1	4.9%	58.5*	29.9*	0.6%	2.7%	0.1%	10.2%	1.9%	i	-11.3	9.3	53
CC1=C(C)CC(C(=O)NCC(=O)c2ccccc2)C(C(=O)O)C1 (centres undefined)	-10.2%	-3.5	-6.7	0.7%	-2.8%	3.7%	-10.2%	5.1%	i	19.1	-0.8	50
CCN(CC)C(=O)C1CCCN(C/C(C)=C/c2ccccc2)C1 (centres undefined)	-5.0%	-9.8	2.3	.	3.2%	2.5%	1.8%	12.8%	i	7.3	1.5	45
COc1cc(NS(=O)(=O)c2cccc3nsnc23)c(C(=O)O)cc1OC	1.0%	-12.0	-5.0	.	0.7%	0.0%	-1.5%	-9.7%	i	-1.5	.	.
CCCOc1ccc(C2c3c(oc4ccccc4c3=O)C(=O)N2CCN(CC)CC)cc1OC (centres undefined)	-7.0%	-10.7	-17.1	0.4%	4.9%	0.5%	1.4%	-16.0%	i	9.2	-0.6	35
COc1cccc(C(=O)COc2ccc3c(C)c(Cc4ccccc4)c(=O)oc3c2)c1	-6.7%	7.8	-21.1	0.3%	0.0%	0.4%[50 µM]	2.8%	-0.6%	i	0.6	3.4	66
COCCNC(=O)C1=NOC(Cn2cc(C#N)c(=O)n(C)c2=O)C1 (centres undefined)	-3.7%	-3.1	9.3	1.4%	-0.8%	-0.9%	11.3%	-1.0%	i	2.2	-0.3	44
CCC(=O)N1CCc2cc(S(=O)(=O)CCC(=O)Nc3ccc(C(C)=O)cc3)ccc21	-7.9%	.	.	0.9%	-0.9%	0.0%	5.1%	25.2%	.	.	4.0	49
CC(=O)NC(CC(=O)OCC(=O)N1c2ccccc2NC(=O)C1(C)C)c1ccccc1 (centres undefined)	.	.	.	1.6%	-8.0%	0.1%	.	.	.	.	-1.4	67
O=C(NCc1n[nH]c(=S)n1-c1ccccc1)c1cccs1	-4.9%	1.9	3.5	0.2%	5.0%	0.4%	31.5%	-1.8%	i	7.7	-1.7	86
O=C1NC2(CCCc3ccccc32)C(=O)N1CCOc1ccc(Br)cc1 (centres undefined)	-3.7%	-13.8	11.9	1.2%	-8.8%	-1.2%	7.8%	1.7%	i	-3.5	1.9	56
CN(C)CCNC(=O)C(=O)Nc1cc2c3c(c1)CCN3C(=O)CC2	-12.7%	.	.	6.1%	-2.3%	0.1%	-3.5%	-4.0%	.	.	-0.8	58
Cc1onc(-c2ccccc2)c1C(=O)N/N=C/c1cc2c(cc1Br)OCO2	5.0%	21.4	-2.5	4.2%	-2.2%	1.6%[50 µM]	-5.0%	-14.9%	i	-11.2	8.9	56
Cc1cc(C(=O)COC(=O)c2ccc[nH]c2=O)c(C)n1-c1ccc(Br)cc1	-3.0%	-3.0	-17.5	4.8%	1.9%	-2.2%[50 µM]	-6.3%	15.4%	i	-7.2	-2.0	56
Cn1c(=O)n(C)c2cc(S(=O)(=O)O)ccc21	-3.2%	0.5	-2.3	1.0%	2.7%	-0.7%	-6.1%	-9.3%	i	-2.1	-0.5	45
CCc1ccc(NC(=O)CCCN2C(=S)NC(C)(C)CC2C)cc1 (centres undefined)	-1.4%	-12.2	2.7	2.9%	-0.8%	-0.1%	2.8%	1.5%	i	11.2	0.2	49
CC(C)C(C)(C#N)NC(=O)CSc1nnc(-c2ccncc2)n1Cc1ccccc1 (centres undefined)	-7.5%	-16.1	-14.0	-0.5%	-7.3%	0.0%	-5.3%	17.1%	i	1.1	1.2	86
Cc1cc(C(=O)N/N=C/C=C/c2ccc(Br)cc2)n[nH]1	-5.9%	.	.	1.2%	-5.2%	-0.4%[50 µM]	11.9%	4.0%	.	.	0.2	64
CC(C)(C)c1ccc(OC(=O)c2ccc(-n3cncn3)nc2)cc1	-8.6%	6.8	-1.5	-0.3%	.	.	23.5%	-5.6%	i	3.5	2.9	60
CN(C(=O)c1ccccc1C(=O)OCC(=O)c1ccccc1)c1ccccc1	.	.	.	2.2%	2.9%	0.6%	.	.	.	.	-2.4	66
Cn1nccc1NC(=O)Nc1ccccc1	-8.5%	.	.	0.4%	-3.9%	0.3%	6.7%	0.8%	.	.	-0.5	48
CCOc1ccc(OCCC(=O)OCC(=O)NC2CCCCC2)cc1	-10.0%	.	.	2.3%	-1.3%	1.6%[50 µM]	-0.4%	-7.4%	.	.	-1.0	51
O=C(Nc1ccccc1)c1cccc(Cn2cc(C(F)(F)F)ccc2=O)c1	-5.8%	.	.	1.1%	-2.3%	8.0%	-14.1%	4.6%	.	.	1.5	62
Cc1ccccc1-c1noc(CNC(=O)COc2ccccc2)n1	1.5%	.	.	2.1%	-3.2%	1.0%[50 µM]	10.8%	-5.8%	.	.	-0.2	70
O=C(NCC1CC1)Nc1ccccc1F	-5.8%	.	.	7.2%	1.0%	0.3%	16.1%	0.8%	.	.	-0.8	87

In a second layout: entries from further up.
Order of results: LYP phosphatase, WT yeast gro inh, WT yeast gro inh mutant strain, RSV antiviral HEp-2, Dengue-2 NS5 capping, UTI89 phage lysis, AID2073, GPR35 antagonists, Autophagy HCS, Autophagy HCS cell loss 18 h, NTR1 ag, NTR1 ag cell count 20 µM
CN(C(=O)c1ccccc1C(=O)OCC(=O)c1ccccc1)c1ccccc1
 : ., ., ., 2.2%, 2.9%, 0.6%, ., ., ., ., -2.4, 66
Cn1nccc1NC(=O)Nc1ccccc1
 : -8.5%, ., ., 0.4%, -3.9%, 0.3%, 6.7%, 0.8%, ., ., -0.5, 48
CCOc1ccc(OCCC(=O)OCC(=O)NC2CCCCC2)cc1
 : -10.0%, ., ., 2.3%, -1.3%, 1.6%[50 µM], -0.4%, -7.4%, ., ., -1.0, 51
